WRN inhibitor = inhibitors of human WRN helicase; WRN helicase unwinding, fluorescent forked duplex, kinetic; Potency, µM (series often up to 114 µM), inactives show at the top dose activity change, negative = inhibition, most hits filed as inhibitors; 360,000 compounds, 0.46% hits; note: potency is the fitted concentration of half-maximal effect; % is set by controls: 0 for no effect and ±100 for the full control effect; nearly all actives have a fitted effect of over 55% in size
Target sequence (Q14191 whole entry, looked up): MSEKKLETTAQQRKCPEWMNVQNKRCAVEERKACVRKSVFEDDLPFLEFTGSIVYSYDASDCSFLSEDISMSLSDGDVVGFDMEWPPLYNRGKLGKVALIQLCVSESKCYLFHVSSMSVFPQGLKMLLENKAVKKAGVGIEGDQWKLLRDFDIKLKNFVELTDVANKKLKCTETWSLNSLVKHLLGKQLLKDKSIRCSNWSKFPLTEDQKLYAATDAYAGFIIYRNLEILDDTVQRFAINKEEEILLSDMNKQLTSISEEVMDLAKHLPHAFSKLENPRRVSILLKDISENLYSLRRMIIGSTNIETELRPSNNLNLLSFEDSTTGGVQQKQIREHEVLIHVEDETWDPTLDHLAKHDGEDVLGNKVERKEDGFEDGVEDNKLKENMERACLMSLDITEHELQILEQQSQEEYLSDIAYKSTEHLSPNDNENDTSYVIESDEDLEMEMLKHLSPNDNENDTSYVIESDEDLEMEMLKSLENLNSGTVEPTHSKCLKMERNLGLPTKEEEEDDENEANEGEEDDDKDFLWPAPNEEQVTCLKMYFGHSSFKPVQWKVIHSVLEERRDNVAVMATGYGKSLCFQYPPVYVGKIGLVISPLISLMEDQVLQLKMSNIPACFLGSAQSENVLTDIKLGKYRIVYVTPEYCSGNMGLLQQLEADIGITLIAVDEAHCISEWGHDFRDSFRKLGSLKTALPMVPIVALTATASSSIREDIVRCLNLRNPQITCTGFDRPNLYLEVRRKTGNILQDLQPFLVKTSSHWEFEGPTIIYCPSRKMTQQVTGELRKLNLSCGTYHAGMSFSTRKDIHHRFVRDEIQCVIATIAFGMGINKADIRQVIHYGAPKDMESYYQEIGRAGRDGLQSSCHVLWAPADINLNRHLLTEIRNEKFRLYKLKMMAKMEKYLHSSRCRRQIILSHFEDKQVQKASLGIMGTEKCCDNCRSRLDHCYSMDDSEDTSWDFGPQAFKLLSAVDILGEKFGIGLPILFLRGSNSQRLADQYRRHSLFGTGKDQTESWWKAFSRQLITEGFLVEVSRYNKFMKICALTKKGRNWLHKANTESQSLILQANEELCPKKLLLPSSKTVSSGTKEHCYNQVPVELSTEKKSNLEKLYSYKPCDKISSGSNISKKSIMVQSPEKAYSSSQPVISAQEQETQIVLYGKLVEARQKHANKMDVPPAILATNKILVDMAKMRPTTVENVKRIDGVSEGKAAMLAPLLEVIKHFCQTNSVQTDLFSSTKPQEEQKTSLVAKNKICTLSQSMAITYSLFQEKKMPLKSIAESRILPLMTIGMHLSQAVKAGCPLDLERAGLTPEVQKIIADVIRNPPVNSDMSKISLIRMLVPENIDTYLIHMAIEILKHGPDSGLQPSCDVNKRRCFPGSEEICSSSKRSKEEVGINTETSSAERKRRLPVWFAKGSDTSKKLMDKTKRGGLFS
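Kinetic red-fluorescence monitoring (525/598 nm) tracks WRN helicase activity after 100 nM fluorophore-quencher forked duplex and 2 mM ATP are added to 20 nM enzyme pretreated 15 min at room temperature with compound.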
SW480 rereplic = inducers of DNA re-replication in SW480 colon cancer cells; Potency, µM (titrated, usually from 46.1 µM), inactives show at the highest dose re-replication activation, hits mostly activators; 340,000 compounds, 1.8% hits; SW480 DNA re-replication, Hoechst DNA content imaging, 48 h; note: potency is the fitted concentration of half-maximal effect; % of control where 0% means no effect; nearly all actives have a fitted effect of over 55% in size
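Cells (250 per well) received 23 nL compound or DMSO by pin tool and were kept 48 hr at 37 C, 5% CO2. Nuclei were then stained with Hoechst for 40 min and scanned for DNA content.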
IL1B secr inh = inhibitors of inflammasome signaling (IL-1 beta secretion); THP-1 LPS/ATP IL-1B secretion, AlphaLISA, 16 h; active compounds read low; activity change, % at 57.5 µM; 360,000 compounds, 4.7% hits; in the data active = activity change below about -50%; inconclusive = mostly about -30% to -49%; note: % is set by controls: 0 for no effect and ±100 for the full control effect
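Secreted IL-1B measured by AlphaLISA bead assay after 16 h compound exposure of THP-1 cells; compounds (final up to 57.5 uM) added 1 h before LPS (250 ng/mL) and ATP (1.25 mM) stimulation; lower signal means less secretion.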
HT1080NT lethal = kills 2HG-producing HT-1080-NT fibrosarcoma cells; HT-1080-NT fibrosarcoma viability, CellTiter-Glo ATP luminescence, 48 h; 360,000 compounds, 1.6% hits; AID 686970; Potency, µM (titrated, usually from 46.1 µM), for inactives: top-dose activity, negative = less viability, usual class: cytotoxic;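 note: NT is the 2HG producing partner of a matched IDH1 knockdown line; potency is the fitted concentration of half-maximal effect; 0% = DMSO-treated cells and -100% = media-only wells without cells; nearly all actives have a fitted effect of over 55% in size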
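Viability by CellTiter-Glo luminescence after 48 h compound exposure at 37C of HT-1080-NT cells (750/well, RPMI, 5% FBS). % activity scaled between DMSO wells and medium-only wells, then curve-fitted and categorized by curve class.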
ATXN2 expr inh = ATXN2 expression inhibition | 360,000 compounds, 0.72% hits | HEK-293 ATXN2-luciferase reporter, luminescence, 24 h | Potency, µM (doses to about 57 µM), for the others: at the highest dose activity change, negative = inhibition, actives largely listed as inhibitors; note: potency is the fitted concentration of half-maximal effect; % is set by controls: 0 for no effect and ±100 for the full control effect; nearly all actives have a fitted effect of over 55% in size
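qHTS (up to 57 uM final) was run with 24 h compound exposure of reporter cells at 37 °C. Each well was multiplexed: SteadyGlo luminescence measured ATXN2-luciferase expression after a fluorogenic Gly-Phe-AFC viability readout (25 uM final).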
KB-V1 cytotox = kills drug-selected multidrug resistant KB-V1 cells; KB-V1 MDR cells viability, CellTiter-Glo, 72 h; Potency, µM (series often up to 46.1 µM), without a hit: top-dose activity change, negative = cytotoxicity, actives largely listed as cytotoxic; 400,000 compounds, 3.4% hits; note: potency is the fitted concentration of half-maximal effect; % is set by controls: 0 for no effect and ±100 for the full control effect; nearly all actives have a fitted effect of over 60% in size
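Potencies derive from concentration-effect curves fitted to normalized luminescence (CellTiter-Glo) of KB-V1 cells treated for 72 h at 37 degrees C in phenol-red-free DMEM containing 10% FBS.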
KB-3-1 tox = kills parental KB-3-1 adenocarcinoma cells. KB-3-1 viability, CellTiter-Glo ATP luminescence, 72 h. Potency, µM (series often up to 46.1 µM), for the others: at the highest dose activity change, negative = cytotoxic, hits mostly cytotoxic. 400,000 compounds, 1.4% hits; note: potency is the fitted concentration of half-maximal effect; % is set by controls: 0 for no effect and ±100 for the full control effect; nearly all actives have a fitted effect of over 60% in size
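Parental KB-3-1 adenocarcinoma cells in phenol-red-free DMEM with 10% FBS were pin-treated with compounds at several concentrations, incubated 72 h at 37 °C, and viability read by CellTiter-Glo luminescence; concentration-effect curves were fitted after normalization.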
HT1080 IDH1KD tx = HT-1080 IDH1 knockdown cell toxicity (counter line); HT-1080 IDH1 knockdown viability, ATP luminescence, 48 h; Potency, µM (titrated, usually from 46.1 µM), inactives show top-dose activity, negative = toxicity, usual class: cytotoxic; 360,000 compounds, 2% hits;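 note: potency is the fitted concentration of half-maximal effect; 0% = DMSO wells and -100% = cell-free medium wells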
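Luminescent ATP read-out (CellTiter-Glo, 10 min at room temperature) after 48 h compound exposure at 37 °C gave viability of IDH1-knockdown HT-1080 cells. Activity was normalised to DMSO and cell-free wells, then fitted as concentration-response curves.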
MCF10A rereplic = inducers of DNA re-replication in MCF 10A breast cells | MCF 10A DNA re-replication, Hoechst nuclear intensity, 48 h | Potency, µM (highest dose often 46.1 µM), for the others: at the highest dose activity, positive = re-replication, usual class: activators | 350,000 compounds, 2.9% hits; note: potency is the fitted concentration of half-maximal effect; % of control where 0% means no effect; nearly all actives have a fitted effect of over 50% in size
The depositor's hits bear a star; ? = inconclusive; . = no result given; [ ] = remark or other dose. Unless noted, calls come from the whole dose curve; as a rule, active = well fitted curve in the direction sought with a large enough effect; inconclusive = small, poorly fitted or top-dose-only effect, or another doubt; inactive = no such curve, though single readings can be large; an effect the other way counts as inactive or inconclusive.

structure | WRN inhibitor | SW480 rereplic | IL1B secr inh | HT1080NT lethal | ATXN2 expr inh | KB-V1 cytotox | KB-3-1 tox | HT1080 IDH1KD tx | MCF10A rereplic
COc1ccc(CN2C[C@@H](CO)O[C@@H](n3cnc4c(N5CCOCC5)ncnc43)C2)cc1 | 7% | . | -2 | 8% | 0% | -3% | -1% | 20% | .
Cc1ccc(S(=O)(=O)Cn2nnnc2C(c2ccccn2)N2CCN(c3ccccc3)CC2)cc1 (stereo not drawn) | -9%[57.1 µM] | -2% | ? | ? | -6% | -30% | 4% | 7%[9.24 µM] | 3%
CC(=O)CSc1nnc(CN2C(=O)CSc3ccc(C(F)(F)F)cc32)n1C | 1% | -3% | 2 | -2% | . | 10% | 2% | -4% | -2%
Cc1ccccc1NC(=O)N1CCC(NC(=O)C2CCCCC2)CC1 | -5% | 0% | -13 | 14% | 0% | -9% | 13% | 13% | 0%
Cc1nc(N2CCOCC2)nc(N2CCCC2)c1[N+](=O)[O-] | 4% | -1% | -8 | 1% | -5% | 0% | 0% | 0% | 7%
Cc1ccc(-c2nn3c(-c4ccco4)nnc3c3ccccc23)cc1S(=O)(=O)NCC1CCCO1 (stereo not drawn) | -16% | -5% | -26 | 2% | -8% | -26% | 2% | 1% | -10%
CCOC(=O)c1c(NC(=O)CN2CCN(C(=O)C3CCCO3)CC2)sc(C)c1C (stereo not drawn) | ? | -6% | -5 | -1% | -17% | ? | -9% | -7% | -2%
CCN(CC)S(=O)(=O)c1ccc(N/N=C/c2cc(OC)c(OC)cc2OC)nc1 | 5% | ? | 26 | 1% | -7% | -8% | 1% | 1% | ?
O=C(CCNC(=O)N1CC(=O)Nc2ccccc21)Nc1ccc(Br)cc1F | -4% | 0% | 8 | 8% | 7% | 17% | 1% | 14% | -18%
Cc1cc2nc(SCCOC(=O)Nc3ccc(Cl)cc3)nc(C)c2cc1C | 6% | -2% | 16 | 10% | -20% | -9% | -11% | 10% | 27%
C[C@H](NC(=O)c1[nH]cnc1C(=O)Nc1ccccc1)C(=O)OC(C)(C)C | -2% | -4% | 11 | 21% | -10% | 15% | -2% | 1% | 23%
CCc1noc(C)c1C(=O)OCC(=O)c1ccc(NC(C)=O)cc1F | 5% | -8% | 26 | -1% | -10% | 3% | -4% | -3% | 17%
Cc1nc2c(C(=O)NCc3ccco3)cnn2c(C)c1Cc1ccc(F)cc1Cl | -3% | ? | 0 | 17% | -25% | 0% | -2% | -1% | 6%
CCOc1ccc(C(=O)NCC(=O)NC(C)c2ccc(-n3ccnc3)cc2)cc1OCC (stereo not drawn) | -34% | 0% | 0 | 5% | 0% | . | . | 2% | -2%
Cc1cc(C)c(S(=O)(=O)c2ccccc2Cl)c(=O)[nH]1 | -1% | -4% | 7 | -3% | 2% | -2% | -1% | -3% | -1%
COc1ccc(CN2C(=O)c3ccccc3C2c2nnnn2C(C)C)cc1OC (stereo not drawn) | -4% | . | 0 | 5% | 12% | ? | 23% | 11% | .
NC(=O)c1sc2nc3c(c(-c4cccnc4)c2c1N)CCC3 | -16% | 2% | 65 | 2% | 1% | 13% | 8% | -1% | 0%
COc1ccc(CCNC(=O)c2cnc(Cl)c(Cl)c2)cc1 | -4% | -4% | -107* | 0% | -14% | 10% | 15% | 3% | 8%
C=CCn1c(C)cc(C(=O)CN2C(=O)NC3(CCCc4ccccc43)C2=O)c1C (stereo not drawn) | 3% | -1% | -22 | -7% | 9% | -16% | -9% | -9% | 0%
Cc1ccccc1C(=O)NNC(=O)CN1C(=O)c2ccccc2C1=O | -19%[57.1 µM] | -2% | 0 | 13% | -28%[11.3 µM] | 1% | 4% | 11% | -5%
O=C(COc1ccc(Cl)cc1Cl)Nc1ccccn1 | 4% | -1% | -22 | -25%[9.24 µM] | 2.8µM* | ? | ? | 10µM* | 0%
Cc1nc2ccc(NC(=O)C3CCN(S(=O)(=O)c4cccs4)CC3)cc2s1 | -18% | 15% | 1 | -16% | -10% | -13% | 0% | -18% | ?
CCOc1ccc2c(c1)C(N(CCN1CCOCC1)C(=O)Nc1ccccc1)CC(C)(C)O2 (stereo not drawn) | 0% | -9% | -1 | 4% | . | -28% | -7% | 7% | -1%
CN(C)CC1CCCCC1OC(=O)c1ccc(S(=O)(=O)N(C)c2ccccc2)cc1 (stereo not drawn) | 5% | -19% | -25 | -8% | -10% | -11% | -12% | -9% | 13%
COc1nc(OC)nc(N(C)CCO)n1 | 0% | -8% | 18 | 10% | -5% | -1% | -3% | -2%[9.24 µM] | -1%

A few values from the entries so far.
`Cc1ccc(S(=O)(=O)Cn2nnnc2C(c2ccccn2)N2CCN(c3ccccc3)CC2)cc1` (stereo not drawn) @ MCF10A rereplic: 3%
`CCOc1ccc(C(=O)NCC(=O)NC(C)c2ccc(-n3ccnc3)cc2)cc1OCC` (stereo not drawn) @ HT1080NT lethal: 5%

Remaining list, next part.
structure | WRN inhibitor | SW480 rereplic | IL1B secr inh | HT1080NT lethal | ATXN2 expr inh | KB-V1 cytotox | KB-3-1 tox | HT1080 IDH1KD tx | MCF10A rereplic
COCCNC(=O)CN(Cc1ccccc1)C(=O)CCC(=O)Nc1nccs1 | -14% | -3% | 21 | 18% | -4% | 17% | 14% | 14% | -3%
COc1cc2c(cc1NC(=O)c1ccccc1-c1ccccc1C(=O)O)-c1ccccc1C2 | -14% | . | -20 | -12% | . | 1% | -19% | -19% | .
Cc1ccc(CCNC(=O)CS(=O)Cc2nc(-c3cccs3)oc2C)cc1 (stereo not drawn) | -13% | -8% | -4 | 0% | . | ? | 0% | 0% | 13%
CC1(C)CC(NC(=O)c2cccc([N+](=O)[O-])c2)CC(C)(C)N1 | 2% | -1% | -10 | 0% | -3% | 10% | 1% | 12% | 3%
O=C(CCCN1C(=O)c2cccc3cccc(c23)C1=O)NCCN1CCOCC1 | -2% | -3% | -22 | 11% | -16% | -24% | 25% | 9% | -2%
COc1ccc(OC)c(-n2c(=S)[nH]c3cc(C(=O)N4CCCCC4)ccc3c2=O)c1 | 8% | -7% | -1 | ? | -7% | -11% | -9% | -2% | 0%
O=C(COC(=O)Cc1ccc(Br)cc1)NCc1ccc2c(c1)OCO2 | 6% | -123%[inhibitor] | 10 | 11% | 2% | 2% | -1% | 15% | -11%
Cc1cc(/C=N/NC(N)=S)c(C)n1-c1ccc(Br)cc1 | 5% | 11% | 1 | ? | -18% | ? | -19% | ? | ?
Oc1ccc(C[C@H]2CN([C@@H](Cc3ccc(O)cc3)CN3CCC[C@@H]3CN3C(=S)NC[C@@H]3Cc3ccccc3)C(=S)N2CC2CCCCCC2)cc1 | -7% | . | -51* | 12µM* | 10µM* | 10% | ? | 16µM* | .
COCCNC(=O)c1cccc(NC(=O)C2=C(C)OCCS2)c1 | 5% | 5% | 0 | 24% | -29% | -5% | ? | 13% | 1%
COc1cc(OC)c(NC(=O)CC(C)=O)cc1Cl | -6% | -3% | 26 | ? | -9% | ? | 32% | 24% | -8%
COCCN(C(=S)Nc1ccccc1OC)C(C)c1cccs1 (stereo not drawn) | -8% | -1% | 7 | 6% | 5% | 2% | -6% | 19% | 3%
C/C(=N\O)C(=O)NCCCn1ccnc1 | 12% | 3% | 19 | 13% | . | 1% | -4% | 8% | -7%
Cc1ccc(-n2nc3c(c2NC(=O)C(C)C)CS(=O)(=O)C3)c(C)c1 | -5% | ? | -5 | -3% | 1% | -7% | -3% | -1% | 0%
O=C(NCc1ccc2c(c1)OCO2)c1ccc(CN2CCOCC2)cc1 | 5% | -3% | -13 | 4% | 9% | ? | -9% | 1% | 5%
CCOc1ccccc1-n1c(SCC(=O)Nc2ccccc2C(=O)O)nc2ccccc2c1=O | -19% | 1% | 13 | -9% | 28% | 0% | -10% | -5% | ?
O=C1C2CCCN2C(c2ccco2)N1c1ccc(F)cc1 (stereo not drawn) | -8% | -6% | 16 | 6% | -7% | 5% | -9% | -9% | -5%
C[C@@H]1CN([C@@H](C)CO)C(=O)c2cc(NS(C)(=O)=O)ccc2O[C@@H](C)CCCCO[C@H]1CN(C)C(=O)Nc1ccc2c(c1)OCO2 | 8% | . | -3 | 6% | 6% | 16% | -4% | -2% | .
O=C(c1ccccc1Sc1ccccc1[N+](=O)[O-])N1CCCCC1 | 11% | -3% | 3 | 1% | -17% | ? | -5% | -12% | 2%
CCOC(=O)N/N=C(\C)c1ccc(C)o1 | 10%[57.1 µM] | 6% | -1 | 9% | -16% | 2% | -3% | 6% | 16%
CCOC(=O)c1sc(NC(=O)Cn2nnc3sc4c(c3c2=O)CCCC4)nc1C | -19% | 3% | 29 | -2% | 2% | -9% | 2% | 14% | 1%
COc1cccc(-c2nc(C(=O)NCC3CCCO3)cc3c2[nH]c2ccccc23)c1 (stereo not drawn) | 3% | -3% | ? | ? | ? | ? | ? | ? | -9%
Cc1ccc(S(=O)(=O)N2CCC[C@H]2C(=O)Nc2ccc(F)cc2C)cc1 | 7% | 2% | 71 | -9% | -12% | -2% | -1% | 4% | 24%
COc1cc([N+](=O)[O-])ccc1N=Nc1c(N)[nH]n(-c2ccccc2)c1=O | -2%[57.1 µM] | -2% | 11 | -4% | -10% | 4% | -2% | -7% | -2%
COc1cccc(N2CCN(CC(=O)NC(=O)NC3CCCCC3)CC2)c1 | -7% | -7% | -2 | 10% | -6% | 0% | -10% | 13% | 11%
CCN(CC(=O)NC(C)(C)C)C(=O)c1ccc(Br)cc1 | -5% | 1% | 5 | 0% | -11% | -15% | 1% | 15% | 0%

Bioassay records as filed in PubChem.
